OXTR ag = human OXTR agonism | CHO-OTR cells, Fluo-8 calcium fluorescence; normalized: DMSO 0%, oxytocin 100% | 320,000 tested, 0.32% active | AID 2435 | P30559 | activation, % at 3 µM;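 active means activation above the mean of all tested compounds plus 3 SD, cutoff set per screening run, cut at about 20% in these data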;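 further: peak over basal fluorescence ratio from a 100 s FLIPR kinetic read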
MEKK2mut PB1 HTS = signal of MEK5 binding to mutant human MEKK2 PB1 domain | bead flow cytometry, Alexa488-MEK5 binding to MEKK2 mutant | percent response, % at 10 µM | 290,000 tested, 0.35% active; in the data active means percent response above about 24%, passing the limit was not always enough; further: inactives centre near 1; some results filed as inactive read as strong as hits
GPR7 antagonist = blocks human GPR7 receptor signaling. GPR7-expressing cells, fluorescence antagonist assay. P48145. 290,000 tested, 1.1% active. inhibition, % at 4.4 µM. AID 1861; in the data active means inhibition above about 16%, passing the limit was not always enough;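 further: cells stimulated with the agonist NPW; 0% = agonist with vehicle and 100% = vehicle without agonist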
Target sequence (P48145 whole entry, looked up): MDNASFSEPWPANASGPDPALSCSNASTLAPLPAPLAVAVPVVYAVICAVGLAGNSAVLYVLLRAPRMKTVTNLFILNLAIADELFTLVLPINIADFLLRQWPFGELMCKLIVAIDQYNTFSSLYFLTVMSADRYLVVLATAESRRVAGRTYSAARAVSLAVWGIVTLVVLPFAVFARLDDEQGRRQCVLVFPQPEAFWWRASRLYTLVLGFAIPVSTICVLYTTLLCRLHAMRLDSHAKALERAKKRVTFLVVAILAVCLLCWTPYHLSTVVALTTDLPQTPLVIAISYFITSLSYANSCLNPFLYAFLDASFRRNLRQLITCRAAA
PfM18AAP inh = PfM18AAP enzyme inhibition; inhibition, % at 7.35 µM; recombinant PfM18AAP, H-Glu-NHMec fluorogenic cleavage; 290,000 tested, 1.2% active;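 active means inhibition above the campaign mean inhibition over all tested compounds plus 3 SD, cut at about 28% in these data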;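 further: 0% = plate median of test compound wells and 100% = 2 mM ZnCl2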
MEKK2 WT-MEK5 = raises or lowers MEK5 binding to wildtype human MEKK2 PB1 domain; Q9Y2U5; bead flow cytometry, Alexa488-MEK5 binding to MEKK2 WT; actives lie on both sides; binding response (% of control), % at 10 µM; 290,000 tested, 1.1% active; in the data active means binding response below about 67% or above about 130%
OXTR potentiator = potentiators of human oxytocin receptor; CHO-OTR cells, Fluo-8 calcium fluorescence, potentiator mode; 0% = oxytocin EC15, 100% = EC100; 320,000 tested, 0.061% active; activation, % at 3 µM;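 active means activation above that plate's cutoff, the mean activation of tested compounds plus 3 SD, cut at about 6.6% in these data, passing the limit was not always enough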;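 further: 100% uses oxytocin at 75 nM as the full agonist control; some results filed as inactive read as strong as hits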
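Assay system: CHO cell line stably expressing human OTR. Reagent: EC15 oxytocin agonist. Dosing: single dose, 3.0 µM nominal final compound concentration. Timing: compound 6 min at room temperature before oxytocin, 100 s read. Signal: kinetic Fluo-8 calcium fluorescence. Controls: oxytocin EC15 low and EC100 high.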
V1R ag counter = V1a receptor agonism, counter-screen for OXTR agonists | P37288 | CHO-V1R cells, Fluo-8 calcium fluorescence, agonist mode; 0% DMSO, 100% 3 nM vasopressin | activation, % at 3 µM | 320,000 tested, 0.25% active;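 active means activation above the mean activation of all tested compounds plus 3 SD, per screening run, cut at about 20% in these data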;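 further: signal is peak over basal fluorescence ratio across a 100 second FLIPR read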
Target sequence (P37288 whole entry, looked up): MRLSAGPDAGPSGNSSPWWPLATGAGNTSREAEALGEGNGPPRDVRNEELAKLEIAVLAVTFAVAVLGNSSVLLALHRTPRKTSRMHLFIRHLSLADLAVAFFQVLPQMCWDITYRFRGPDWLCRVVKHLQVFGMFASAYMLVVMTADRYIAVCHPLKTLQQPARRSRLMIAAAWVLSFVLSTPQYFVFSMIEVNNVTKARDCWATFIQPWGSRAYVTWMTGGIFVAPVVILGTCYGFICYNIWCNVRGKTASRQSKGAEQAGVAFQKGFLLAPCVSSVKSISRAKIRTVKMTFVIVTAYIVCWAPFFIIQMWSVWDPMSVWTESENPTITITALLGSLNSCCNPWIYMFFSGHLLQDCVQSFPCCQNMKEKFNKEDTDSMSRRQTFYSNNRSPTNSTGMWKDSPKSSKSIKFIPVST
GalR3 antagonist = blocks the human galanin receptor 3; HEK293 GalR3-CNG cAMP membrane potential fluorescence; galR3 body fused to GalR1 C-terminus; 360,000 tested, 0.44% active; AID 651719; inhibition, % at 3 µM;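 active means inhibition above the screen-wide average plus 3 SD, cut at about 13% in these data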;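 further: forskolin and galanin both at EC90 stimulate the cells; cAMP rise reported by CNG channel membrane potential dye signal; 0% = forskolin plus galanin with DMSO and 100% = forskolin alone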
Target sequence (O60755 1-299 limits assumed): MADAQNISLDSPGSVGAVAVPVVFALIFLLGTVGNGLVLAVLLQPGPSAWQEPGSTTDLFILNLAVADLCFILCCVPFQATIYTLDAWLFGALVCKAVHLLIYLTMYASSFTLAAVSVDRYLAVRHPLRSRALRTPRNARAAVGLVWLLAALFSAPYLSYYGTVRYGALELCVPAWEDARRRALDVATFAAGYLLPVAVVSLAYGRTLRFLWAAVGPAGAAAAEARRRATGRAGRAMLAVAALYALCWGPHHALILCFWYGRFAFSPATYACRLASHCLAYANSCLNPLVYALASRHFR
NALP1 yeast inh = blocks the NALP1 inflammasome reconstituted in yeast | S. cerevisiae NALP1/ASC/caspase-1 growth, X-gal OD620, 72 h | inhibition, % at 10 µM | 280,000 tested, 0.61% active | AID 2071; in the data active means inhibition mostly above about 24%, no sharp cut-off; inactive means mostly below about 32%; further: some compounds called inactive have numbers as strong as hits
Active calls of the source: *; . = no result given; [ ] = remark or other dose.

SMILES	OXTR ag	MEKK2mut PB1 HTS	GPR7 antagonist	PfM18AAP inh	MEKK2 WT-MEK5	OXTR potentiator	V1R ag counter	GalR3 antagonist	NALP1 yeast inh
CC(=O)C1=C(C)Nc2ncnn2C1c1ccc(Br)cc1 (stereo not drawn)	0.5	8	-23	-5	103	-13	0.2	-7	14
CC1(C(=O)NC(=S)N(CCC#N)c2ccccc2)CC1(Cl)Cl (stereo not drawn)	0.8	-2	9	10	102	-1	0.5	-6	-13
COc1ccc(CN2CCSCC2)c(C)c1C	.	1	-21	-10	102	.	.	-1	14
COc1cc(NC(=O)CCNC(=O)Cn2ccc3ccccc3c2=O)cc(OC)c1OC	0.7	1	-6	8	99	5	-0.2	.	5
Cc1ccccc1OCc1nnc(SCC(=O)Nc2ccc3nc(SCC(=O)NC(C)(C)C)sc3c2)n1C	0.7	-13	-9	-5	94	-9	0.6	-1	.
Cc1nc(C(=O)N2CCCC(N3CCN(c4ccccc4C)CC3)C2)cs1 (stereo not drawn)	0.0	7	-9	4	111	-6	0.1	0	1
Cc1cc(C(=O)N2CCN(S(C)(=O)=O)CC2)sc1-c1ccccc1	0.6	6	0	0	103	-3	0.6	-5	10
COc1cc(C(=O)NCCNC(=O)c2cnccn2)cc(OC)c1OC	1.1	4	2	-1	103	1	-0.1	-5	-6
Clc1ccccc1-c1nnc2sc(CCc3ccccc3)nn12	-0.8	3	13	5	97	1	-1.1	-6	33
c1ccc(CCC2CCCCN2Cc2nc(-c3ccc4c(c3)OCO4)no2)nc1 (stereo not drawn)	-1.2	12	-4	4	108	-10	-0.8	-3	4
CC(OC(=O)c1ncc(Cl)c(Cl)c1Cl)C(=O)NC1CCCCC1C (stereo not drawn)	-2.0	.	.	.	.	1	-1.3	-1	.
COc1cc(C)c(Cl)c(C)c1S(=O)(=O)NC1CC(C)(C)NC(C)(C)C1	2.2	3	3	3	102	-10	0.4	-7	16
CCCn1c(=O)c2c(nc(Br)n2CCC)n(C)c1=O	-0.9	2	6	1	104	-4	0.0	-4	-3
O=C(OC(C(=O)Nc1ccc(Cl)cc1C(F)(F)F)c1ccccc1)C1=COCCO1 (stereo not drawn)	-2.2	15	-13	-6	93	-6	-1.1	-11	20
O=C(CN1CCOCC1)Nc1ccc(S(=O)(=O)NC2CCCCC2)cc1	7.4	-6	-9	-1	96	-11	7.5	-6	20
Cc1c(CNCc2cccs2)c(C(=O)O)c(C)n1Cc1ccccc1	0.2	-2	-17	3	98	-9	0.2	-4	-94
CCOC(=O)CSc1nc2ccccc2n2c(C)nnc12	-0.1	3	-11	3	98	-7	0.9	-10	18
O=C(/C=C/c1c(F)cccc1Cl)Nc1ccncc1	5.6	-3	1	-10	92	0	1.2	6	42
CCN1CCC2(CC1)N=C(c1ccc(F)cc1)C(=S)N2	1.1	-13	2	16	86	0	1.2	-2	-17
O=C(Oc1ccc(N(Cc2cccs2)C2=NS(=O)(=O)c3ccccc32)cc1)c1ccc(Cl)cc1	0.5	5	-5	1	102	-15	6.3	-1	7
O=C(NCc1ccc(F)cc1)C1CCN(S(=O)(=O)N2CCCCC2)CC1	2.5	6	-4	-2	104	-3	0.5	-7	16
C#CCOCCOCCOCCNc1nc(N2CCN(C(=O)[C@H](CCCCN)n3cc(CC(C)O)nn3)CC2)nc(N2CCN(C(=O)[C@H](CCCCN)n3cc(CC(C)O)nn3)CC2)n1 (stereo partly drawn)	1.1	.	.	.	.	1	0.5	-6	.
CC1CCCCN1c1nnc(NC(=O)Cn2c(=O)oc3ccccc32)s1 (stereo not drawn)	3.9	8	-12	-2	100	-2	3.8	1	-1
C[C@@H]1CC=C[C@H]2[C@H]1C(=O)N(Cc1ccccc1)[C@H]2c1cccc([N+](=O)[O-])c1	-1.0	-5	.	.	90	2	-0.4	5	15
Clc1ccc2c(c1)C1OCCC1C(c1ccco1)N2 (stereo not drawn)	-1.7	3	-10	-4	109	-11	1.6	0	2
Later entries:
SMILES	OXTR ag	MEKK2mut PB1 HTS	GPR7 antagonist	PfM18AAP inh	MEKK2 WT-MEK5	OXTR potentiator	V1R ag counter	GalR3 antagonist	NALP1 yeast inh
O=C(CCN1CCN(Cc2ccccc2)CC1)Nc1cccc(Cl)c1	5.7	5	0	-5	112	-5	2.0	-2	-4
O=C(c1cccc(F)c1)N1CCN(C(=O)c2nn3cccnc3c2Cl)CC1	-0.3	11	-2	1	108	-12	1.5	-2	18
CCc1nn(C(C)C(=O)N2CC(C)CC(C)C2)c(=O)c2cc3occc3n12 (stereo not drawn)	0.8	2	5	4	100	-5	0.9	-6	-6
CS(=O)(=O)Nc1cccc(S(=O)(=O)N2CCN(C(=O)c3ccccc3)CC2)c1	0.1	3	-9	0	102	2	-0.8	-4	.
CCc1sc(C(=O)N2CCc3ccccc32)cc1C	-1.4	-1	-11	-1	106	-2	-1.8	-6	-4
O=C(CNC(=O)c1ccccc1F)Nc1ccccc1C(F)(F)F	-0.6	-2	-3	-1	99	0	-0.6	-6	11
COc1ccc(C(=O)OCC(=O)NCc2ccco2)cc1S(=O)(=O)N1CCN(c2cccc(Cl)c2)CC1	9.8	2	4	1	98	-18	5.5	-4	10
CC(=O)Nc1sc(C)c(C)c1C(=O)OCC(=O)N(CC(C)C)C1CCS(=O)(=O)C1 (stereo not drawn)	-1.9	-2	-5	3	94	-6	-0.2	-7	22
CSc1nsc(SCC(=O)N2CCCc3ccccc32)n1	-0.9	4	-16	6	101	-15	1.0	0	8
Cc1[nH]c(C)c(S(=O)(=O)N2CCN(c3cccc(Cl)c3)CC2)c1C(=O)N1CCCCC1	1.8	1	-12	1	105	-8	3.5	-7	16
CCOc1ccc(N2CC(C(=O)Nc3ccc(S(=O)(=O)Nc4nccs4)cc3)CC2=O)cc1 (stereo not drawn)	1.1	1	-16	3	103	-5	0.2	-2	4
Cc1[nH]nc2c1C(Cc1ccccc1)C(C#N)=C(N)O2 (stereo not drawn)	0.5	-26	-13	-12	3.0*[inhibitor]	-11	1.2	-3	17
O=C(Cc1ccc([N+](=O)[O-])cc1)Nc1ccc2c(c1)CCC2	0.7	5	22*	2	101	-7	-0.1	-8	3
COc1ccc(CCNC(=O)COC(=O)Cc2ccc(OC)cc2)cc1	-1.0	15	-10	1	120	-6	-0.3	-1	23
CC(NC(=O)CCCCCN1C(=O)c2ccccc2C1=O)c1ccc2c(c1)CCCC2 (stereo not drawn)	-1.4	3	2	0	105	-4	0.9	-4	29
COc1ccccc1CNC(=O)[C@H](CCSC)NC(=O)[C@@H]1Cc2ccccc2CN1	-1.2	-1	1	-3	100	-5	0.6	22*	16
Clc1ccc(-c2nnc(Sc3nc4ccccc4o3)c3ccccc23)cc1	-1.6	-2	3	-3	101	1	-0.9	-6	11
O=C1/C(=C/c2ccccn2)COc2ccccc21	-0.1	-14	4	0	78	2	-0.1	-4	17
Cn1c(=O)oc2cc(S(=O)(=O)N3CCC(C(=O)N4CCN(c5ccccc5)CC4)CC3)ccc21	1.0	12	10	0	115	1	0.1	-1	28
O=C1CN(CC(=O)N2CCOCC2)c2ccccc2O1	0.4	-12	-9	11	97	2	0.9	.	-10
Cc1cccc(NC(=O)Nc2ccc(OCc3ccccc3)cc2)n1	-0.1	-1	-5	-4	99	-7	-0.1	-9	6
O=C(CCSCc1ccccc1Cl)NCc1cccs1	-1.8	4	-7	5	104	-1	-0.9	2	-12
CC1CCCN(CC(O)COc2ccc3c(c2)OCO3)C1 (stereo not drawn)	1.1	-3	-5	-6	105	10	0.4	-6	20
Cc1cccn2c(=O)c3cc(C(=O)NCCCOC(C)C)sc3nc12	-1.5	6	-4	8	106	-13	1.4	-6	4
COc1cccc(C2=CC(=O)CC(c3ccco3)C2)c1 (stereo not drawn)	-2.9	-2	.	.	99	-7	-0.4	-3	.

A draw from above in order of length of the SMILES, rising:
SMILES	OXTR ag	MEKK2mut PB1 HTS	GPR7 antagonist	PfM18AAP inh	MEKK2 WT-MEK5	OXTR potentiator	V1R ag counter	GalR3 antagonist	NALP1 yeast inh
COc1ccc(CN2CCSCC2)c(C)c1C	.	1	-21	-10	102	.	.	-1	14
COc1cccc(C2=CC(=O)CC(c3ccco3)C2)c1 (stereo not drawn)	-2.9	-2	.	.	99	-7	-0.4	-3	.
Cc1cccc(NC(=O)Nc2ccc(OCc3ccccc3)cc2)n1	-0.1	-1	-5	-4	99	-7	-0.1	-9	6
Cc1nc(C(=O)N2CCCC(N3CCN(c4ccccc4C)CC3)C2)cs1 (stereo not drawn)	0.0	7	-9	4	111	-6	0.1	0	1

Continuation.
SMILES	OXTR ag	MEKK2mut PB1 HTS	GPR7 antagonist	PfM18AAP inh	MEKK2 WT-MEK5	OXTR potentiator	V1R ag counter	GalR3 antagonist	NALP1 yeast inh
CC(C)CC(NC(N)=O)C(=O)NCCc1ccc(Cl)cc1Cl (stereo not drawn)	0.5	0	-8	-4	98	-4	-0.1	-7	5
C(=C1/CCCC2=C1Nc1ncnn1C2c1ccccc1)/c1ccccc1 (stereo not drawn)	0.9	0	22	-3	99	0	2.5	.	-4
CCOC(=O)N1CCN(C(=O)CSc2ncccn2)CC1	0.6	-3	4	-6	92	-2	0.8	-4	4
CC(C)CN(C(=O)CN1CCc2ccccc21)c1c(N)n(CC(C)C)c(=O)[nH]c1=O	0.2	-28	-10	5	69	-4	-0.6	-2	3
CCNc1nc(NCC)n2c(SC(C(=O)Nc3cc(C)ccc3OC)c3ccccc3)nnc2n1 (stereo not drawn)	-3.0	-1	-8	-2	96	-2	-1.4	3	26
CC(O)CNCCCCOc1ccc(OCc2ccccc2)cc1 (stereo not drawn)	6.8	-8	12	-4	80	-24	2.5	-7	-7
CCOC(=O)c1nnn(CC(=O)NC(=O)Nc2cccc(CC)c2)c1C(=O)OCC	5.1	3	-2	7	104	-10	3.0	-4	-19
CCn1nc(C(=O)OCC(=O)Nc2nc(-c3ccc(OC)cc3)cs2)c2ccccc2c1=O	-1.1	2	4	6	97	-5	1.6	-5	28
O=C(COc1cccc2ccccc12)N/N=C/c1ccc(Sc2nc3ccccc3s2)o1	0.2	2	-8	8	104	-14	1.9	-3	21
COc1ccc(CCNC(=O)C(=O)NCc2ccc(C(C)C)cc2)cc1OC	-2.2	-11	-12	-2	76	-7	-0.3	-5	15
CCc1ccc(C2=Nn3c(nnc3-c3cccs3)SC2)cc1	-1.5	5	-12	-4	119	-8	-0.3	-4	16
CCc1cccc(OCC(=O)Nc2ccc(C(=O)O)cc2NC(=O)COc2cccc(CC)c2)c1	-0.6	4	-19	1	109	-6	-0.4	-1	-14
COCCNC(=O)/C(C#N)=C/C=C/c1ccccc1[N+](=O)[O-]	3.9	0	-9	-12	99	-7	1.1	2	-3
Cc1onc(-c2ccccc2)c1C(=O)N/N=C/c1cc(Br)c(O)c(Br)c1	.	-7	-12	2	92	.	.	1	31
O=C(c1c(Cl)cccc1Cl)N1CCN(c2ccccn2)CC1	-0.3	0	16	-15	97	-6	0.8	-4	-6
COc1ccccc1OCC(=O)NCCCN1CCOCC1	0.6	-2	4	-1	102	-5	-0.1	-7	13
COc1ccc(N(CC(=O)NCCSc2ccccn2)S(=O)(=O)c2ccccc2)cc1OC	2.2	1	-8	-3	96	-8	-0.1	-10	8

Screening results as filed in PubChem.
